Screening data from PubChem.
Gli-Sufu block: antagonists of Gli-Sufu signaling; inhibition, % at 5 µM; Sufu-KO-LIGHT fibroblasts, Gli luciferase reporter luminescence; 340,000 tested, 0.74% active;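 active = inhibition above about 55%, limit read from the data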;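 note: 0% = DMSO-treated cells and 100% = wells with medium but no cells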
UBC13 polyUb: human UBC13 polyubiquitination inhibition; inhibition, % at 20 µM; 330,000 tested, 0.47% active; UBC13 polyubiquitin chain formation, TR-FRET; P61088; in the data active = inhibition above about 45%, passing the limit was not always enough
Target sequence (P61088 whole entry, looked up): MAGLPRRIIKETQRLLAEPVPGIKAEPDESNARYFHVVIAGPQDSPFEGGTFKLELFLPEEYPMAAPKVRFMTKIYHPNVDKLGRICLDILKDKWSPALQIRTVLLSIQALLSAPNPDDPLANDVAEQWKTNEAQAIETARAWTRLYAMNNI
CCR6 antag: antagonists of human CCR6 receptor; AID 493098; CHO-K1 CCR6 PathHunter beta-arrestin, luminescence, CCL20-stimulated; inhibition, % at 20 µM; 340,000 tested, 0.49% active;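 active = compounds whose inhibition of the agonist-driven luminescence signal at 20 µM reaches about 50%, limit read from the data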;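 note: cells stimulated with CCL20 at 14 nM final; plate controls were DMSO with CCL20 for no effect and DMSO without agonist for full effect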
Target sequence (P51684 whole entry, looked up): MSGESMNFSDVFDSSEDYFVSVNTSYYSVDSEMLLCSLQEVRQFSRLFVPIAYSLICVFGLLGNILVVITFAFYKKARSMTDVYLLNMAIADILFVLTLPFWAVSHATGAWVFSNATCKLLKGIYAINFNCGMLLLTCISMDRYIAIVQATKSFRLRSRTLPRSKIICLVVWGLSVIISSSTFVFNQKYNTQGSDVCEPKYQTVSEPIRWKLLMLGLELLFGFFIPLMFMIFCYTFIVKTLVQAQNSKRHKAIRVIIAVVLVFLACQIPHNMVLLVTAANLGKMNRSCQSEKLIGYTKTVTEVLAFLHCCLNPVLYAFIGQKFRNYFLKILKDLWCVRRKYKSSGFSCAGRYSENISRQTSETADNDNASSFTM
APJ antag: antagonists of human APJ apelin receptor | inhibition, % at 20 µM | CHO-K1 APJ beta-arrestin complementation, luminescence | AID 2521 | 330,000 tested, 0.32% active | P35414;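 active = inhibition above about 40% at 20 µM, limit read from the data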;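 note: cells challenged with 10 nM apelin-13 agonist together with compound; plate controls were apelin-13 plus DMSO wells for no effect and DMSO wells lacking apelin-13 for full effect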
APJ agonist: agonists of human APJ apelin receptor | AID 2520 | 330,000 tested, 0.11% active | CHO-K1 APJ PathHunter beta-arrestin, luminescence; 0% DMSO wells, 100% apelin | activation, % at 20 µM | P35414;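 active = activation more than six SD over the plate average, tested at 20 µM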;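 note: 0% = DMSO alone and 100% = apelin-13 at 10 nM; some results filed as inactive read as strong as hits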
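system = engineered CHO-K1 APJ arrestin reporter cells | input = 1000 cells per well | timing = overnight seeding, 90 min compound at 25 °C, 1 h detection | measured by = enzyme-fragment complementation luminescence | read-out = beta-arrestin recruitment to APJ as agonist activity, luminescent signal | control set = negative DMSO alone, positive Apelin-13 at 10 nM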
EBI2 block: antagonists of human EBI2 receptor; 360,000 tested, 0.81% active; P32249; inhibition, % at 5 µM; EBI2 beta-arrestin recruitment, luminescence, 7a,25-OHC stimulated; in the data active = inhibition above about 38%;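 note: enzyme fragment complementation signal reports receptor beta-arrestin coupling in cells; 0% = agonist plus DMSO wells and 100% = wells without agonist; some results beyond the cut were filed as inactive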
Target sequence (P32249 whole entry, looked up, the tested form may be a part): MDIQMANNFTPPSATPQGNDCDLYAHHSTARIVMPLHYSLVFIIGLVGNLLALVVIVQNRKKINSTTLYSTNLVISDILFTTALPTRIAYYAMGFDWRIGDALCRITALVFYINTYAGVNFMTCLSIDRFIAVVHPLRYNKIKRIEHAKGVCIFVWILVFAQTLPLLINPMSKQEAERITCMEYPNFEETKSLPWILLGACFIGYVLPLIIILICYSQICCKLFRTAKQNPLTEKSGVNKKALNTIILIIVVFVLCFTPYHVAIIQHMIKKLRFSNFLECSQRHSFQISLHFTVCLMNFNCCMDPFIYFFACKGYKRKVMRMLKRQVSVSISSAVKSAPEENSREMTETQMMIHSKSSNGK
ATG4B inhibitor: inhibitors of human ATG4B cysteine protease; Q9Y4P1; ATG4B cleavage of LC3-PLA2, NBD-HPC fluorescence, 1 h; inhibition, % at 8.33 µM; 340,000 tested, 0.51% active; in the data active = inhibition above about 40%
CXCR6 inh: inhibitors of human CXCR6 receptor. O00574. CHO-K1 PathHunter CXCR6 beta-arrestin, luminescence. inhibition, % at 20 µM. 360,000 tested, 0.36% active. AID 602244; in the data active = inhibition above about 34%, passing the limit was not always enough;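 note: antagonist mode with CXCL16 agonist at 10 nM final; 0% = 10 nM CXCL16 with DMSO and 100% = unstimulated wells without agonist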
The depositor's hits bear a star; . = not tested or not shown.

SMILES	Gli-Sufu block	UBC13 polyUb	CCR6 antag	APJ antag	APJ agonist	EBI2 block	ATG4B inhibitor	CXCR6 inh
COC(=O)c1cc2n(n1)CCN(Cc1ccc(OC)cc1)C2=O	2	-2	3	5	-1	-7	-4	-5
Cc1cc(OCC(=O)NNC(=O)c2cccc(F)c2)ccc1Cl	-2	11	6	-2	-1	-8	1	1
CN1CCN(C(=O)/C(=C\c2cccs2)NC(=O)c2ccccc2)CC1	13	-3	6	4	0	1	-1	8
N#Cc1c(C(F)(F)F)cc(-c2cccc(Cl)c2)[nH]c1=O	10	3	-5	3	20	-2	13	-5
O=C(NCCS(=O)(=O)c1ccc(Br)cc1)c1ccc(F)cc1	2	-6	3	8	-1	-5	2	8
COc1ccc(C(=O)N2CCN(c3ccccn3)CC2)cc1[N+](=O)[O-]	0	-2	-3	8	-3	23	-2	7
O=C(NCC(=O)N1CCN(c2ccccc2)CC1)c1ccc(Cl)cc1	0	5	13	-7	-3	-3	-2	0
CCOC(=O)c1nnn(-c2nonc2N)c1C	1	4	6	13	1	-1	1	1
O=C(COc1cccc(-n2cnnn2)c1)NCCC1=CCCCC1	-6	7	5	0	-7	-2	-5	4
CCOC(=O)Cc1c(C)nc2c(-c3ccc(Cl)cc3)c(C)nn2c1C	-4	1	10	-2	-1	12	-13	-1
COc1ccccc1N1CCN(C(=O)c2ccc(Br)s2)CC1	4	6	8	2	-3	8	-12	-2
CC(C)(CNC(=O)C1CCCN1C(=O)c1cccs1)N1CCOCC1 (stereo not drawn)	0	-5	14	-8	-3	-21	-1	2
CC1(C)N=C(SCC(=O)Nc2ccccc2)C(c2ccc(Cl)cc2)=N1	19	7	4	-5	2	2	-19	-11
COc1ccc2sc(C)[n+](C)c2c1	-5	-1	14	12	-2	-5	-5	-4
O=C(O)C(Cc1ccccc1)N1C(=O)c2cccc3cccc(c23)C1=O (stereo not drawn)	0	-9	8	-6	-1	0	-1	6
COCC(=O)N1CCC(Oc2ccc(C(=O)N3CCN(C)C[C@@H]3C(C)C)cc2)CC1	2	4	15	3	0	-7	2	0
Cc1ccc(/C=C/C(=O)Nc2nnc(SCc3ccc(C#N)cc3)s2)o1	-1	-12	-8	-1	-1	-10	-1	4
O=C1Nc2ccc(Br)cc2C12NNc1ccccc1O2 (stereo not drawn)	2	-70	27	24	-4	3	4	16
O=C(Nc1ccccc1C(=O)Nc1ccccc1C(=O)NCc1ccco1)c1ccco1	7	5	-6	8	6	-16	-25	7
C=CCn1c(C)cc(C(=O)CSc2ccc(NC(C)=O)cc2)c1C	-14	-3	5	15	-5	-29	3	1
O=C(O)c1cc(Cl)c2ccccc2c1O	9	-7	0	-12	3	-14	-5	-9
CC(C)(C)C(=O)Nc1cccc(-c2nnc(-c3cccc(NC(=O)C(C)(C)C)c3)o2)c1	11	0	0	6	1	-13	11	-7
O=C1c2ccccc2-c2nc3ccccc3nc21	-60	-104	7	19	-2	-7	-3	4
Cn1c(SCc2c(F)cccc2Cl)nc2c(c1=O)SCC2	1	2	8	-1	0	-37	6	13
CCOC(=O)[C@@H]1[C@H]2COc3ccccc3[C@H]2N2C(=O)N(c3cccc(Cl)c3)C(=O)[C@]12C	-4	3	8	9	-3	-8	-16	-3
COc1ccccc1OCCNC(=O)c1ccco1	0	9	-9	4	-1	7	6	6
Cc1ccc(N2CC(C(=O)NCCS(=O)(=O)N3CCN(c4ccccc4)CC3)CC2=O)cc1 (stereo not drawn)	-2	-3	8	17	0	-5	-6	-3
Nc1c(Br)cc2c([nH]c(=O)c3ccccc32)c1Br	25	.	-2	.	.	-10	-7	-3
COc1cc(NC(=O)c2ccc(NC3=NC4CS(=O)(=O)CC4S3)cc2)cc(OC)c1 (stereo not drawn)	-5	6	10	14	-2	-10	-4	-4
O=C(Cc1c(F)cccc1Cl)NCC(=O)OCc1ccccc1	0	1	-7	-22	0	11	1	4
CCOC(=O)N1CCC(NC(=O)CSCc2nc(-c3ccc(OC)c(OC)c3)oc2C)CC1	-1	6	7	18	-5	-8	-5	-2
NC(=O)COc1ccc(=O)n(-c2ccccc2)n1	33	-8	6	0	-5	-6	5	7
CC(=O)c1cccc(NC(=O)/C(=C\c2cccnc2)NC(=O)c2ccccc2)c1	23	2	-9	-22	0	-4	4	-5
CCCC(=O)N/C(N)=N/c1nc2ccccc2o1	-69	7	4	4	-3	6	-5	-4
CCOC(=O)c1oc2nc(C)c3c(c2c1N)CC(C)(C)OC3	10	1	5	14	2	-3	-8	-14
Cc1ccc(OCC(O)CN2CCN(Cc3ccc4c(c3)OCO4)CC2)cc1C (stereo not drawn)	25	3	16	1	0	15	-15	-11
COc1cccc(OCc2cc(C(=O)N3CCN(C4CCCC4)CC3)no2)c1	1	-8	2	-36	5	-2	1	-2
COC(=O)c1ccc(N/C=C/C(=O)c2ccccc2)cc1	-91	5	-14	15	-2	4	-1	0
Cc1ccc2[nH]cc(CCNS(=O)(=O)c3ccc(F)cc3)c2c1	-35	8	10	-10	1	7	3	-6
O=C1CN(S(=O)(=O)c2ccccc2)CC(=O)N1CCc1ccccc1	-5	10	18	14	-3	-9	-6	1
O=C(NCc1cccnc1)c1cnc2ccccc2n1	-9	-12	1	-20	4	-4	-4	5
O=C(COc1ccc(S(=O)(=O)N2CCCCC2)cc1)Nc1ccccc1F	0	-4	5	-2	-8	2	-12	-1
COCCNC(=S)Nc1ccc2nc(N3CCCC3)cc(C)c2c1	15	-48	13	-55	3	-12	-5	2
CNc1nc(OCC(F)(F)F)nc(OCC(F)(F)F)n1	-4	2	7	-15	-4	6	0	0
Cc1nonc1CC(=O)N1CCCC(C(=O)c2ccc(Cl)cc2)C1 (stereo not drawn)	2	12	2	-4	-1	3	-3	-7
Cc1nn(CC(=O)N2CCN(C34CC5CC(CC(C5)C3)C4)CC2)c(C)c1[N+](=O)[O-]	16	2	4	8	-1	2	-1	1
COc1cccc(NC(=O)CN(C)C(=O)CSC(=S)N2CCCC2)c1	-6	-1	6	20	-7	10	-3	9
N#C/C(=C(/O)Cc1cccc2ccccc12)c1nc2ccccc2s1	12	2	2	2	0	12	-4	-4
COc1ccc(-c2nnc(NC(=O)Cc3ccccc3)s2)c(OC)c1	-4	3	9	-11	0	-5	6	12
COc1cccc(/C=C2\SC(=S)N(CCC(=O)Nc3ccc(O)cc3)C2=O)c1	2	-19	15	10	-1	19	-4	12
Cc1ccc(C(=O)O)cc1NC(=S)NC(=O)c1ccc(-c2ccc(Cl)cc2)o1	-3	-28	28	12	-7	-12	-4	15
COC(=O)CNc1nc(Cl)nc(Nc2ccc(Cl)cc2)n1	9	0	16	27	-1	0	5	-1
CC1(C)Oc2ccc(C(=O)NC3CCCC3)cc2N(CC(=O)NC2CCCCC2)C1=O	5	-8	6	12	0	-10	3	-4
CC1(C)CC(=O)N(c2cc(Cl)ccc2Cl)C(=O)C1	-1	-2	1	-12	-1	-5	-2	-4
COc1ccc(C2NC(=S)N3C(c4ccc(OC)cc4)NC(=S)N23)cc1 (stereo not drawn)	3	-2	6	9	0	4	2	1
COc1cc2cnc(-c3ccccc3)c(C(=O)c3ccc(OCc4ccccc4)cc3)c2cc1OC	41	.	28	.	.	-1	1	3
Cc1ccc(C)c(CN2CCNC2=O)c1	1	5	-1	16	-5	-6	-4	-3
COc1ccc(S(=O)(=O)N2CCOCC2)cc1NC(=O)C1CCCN1C(=O)c1cccs1 (stereo not drawn)	-9	3	7	-11	-2	-11	0	1
COC(=O)c1ccc(Nc2nc(C)nc3c2nnn3Cc2ccccc2)cc1	6	9	-13	-10	9	9	2	-5
Cn1ncc(Cl)c(Oc2ccccc2)c1=O	5	-8	1	16	-5	-3	1	-1

For convenience, part of the list above:
SMILES	Gli-Sufu block	UBC13 polyUb	CCR6 antag	APJ antag	APJ agonist	EBI2 block	ATG4B inhibitor	CXCR6 inh
Cc1nonc1CC(=O)N1CCCC(C(=O)c2ccc(Cl)cc2)C1 (stereo not drawn)	2	12	2	-4	-1	3	-3	-7
Cc1nn(CC(=O)N2CCN(C34CC5CC(CC(C5)C3)C4)CC2)c(C)c1[N+](=O)[O-]	16	2	4	8	-1	2	-1	1
COc1cccc(NC(=O)CN(C)C(=O)CSC(=S)N2CCCC2)c1	-6	-1	6	20	-7	10	-3	9
N#C/C(=C(/O)Cc1cccc2ccccc12)c1nc2ccccc2s1	12	2	2	2	0	12	-4	-4
COc1ccc(-c2nnc(NC(=O)Cc3ccccc3)s2)c(OC)c1	-4	3	9	-11	0	-5	6	12
COc1cccc(/C=C2\SC(=S)N(CCC(=O)Nc3ccc(O)cc3)C2=O)c1	2	-19	15	10	-1	19	-4	12
Cc1ccc(C(=O)O)cc1NC(=S)NC(=O)c1ccc(-c2ccc(Cl)cc2)o1	-3	-28	28	12	-7	-12	-4	15
COC(=O)CNc1nc(Cl)nc(Nc2ccc(Cl)cc2)n1	9	0	16	27	-1	0	5	-1
CC1(C)Oc2ccc(C(=O)NC3CCCC3)cc2N(CC(=O)NC2CCCCC2)C1=O	5	-8	6	12	0	-10	3	-4
CC1(C)CC(=O)N(c2cc(Cl)ccc2Cl)C(=O)C1	-1	-2	1	-12	-1	-5	-2	-4
COc1ccc(C2NC(=S)N3C(c4ccc(OC)cc4)NC(=S)N23)cc1 (stereo not drawn)	3	-2	6	9	0	4	2	1
COc1cc2cnc(-c3ccccc3)c(C(=O)c3ccc(OCc4ccccc4)cc3)c2cc1OC	41	.	28	.	.	-1	1	3
Cc1ccc(C)c(CN2CCNC2=O)c1	1	5	-1	16	-5	-6	-4	-3
COc1ccc(S(=O)(=O)N2CCOCC2)cc1NC(=O)C1CCCN1C(=O)c1cccs1 (stereo not drawn)	-9	3	7	-11	-2	-11	0	1
COC(=O)c1ccc(Nc2nc(C)nc3c2nnn3Cc2ccccc2)cc1	6	9	-13	-10	9	9	2	-5
Cn1ncc(Cl)c(Oc2ccccc2)c1=O	5	-8	1	16	-5	-3	1	-1

Next section.
SMILES	Gli-Sufu block	UBC13 polyUb	CCR6 antag	APJ antag	APJ agonist	EBI2 block	ATG4B inhibitor	CXCR6 inh
CCc1ccc(C2CC(c3cccc(Cl)c3)n3nc(N)nc3N2)cc1 (stereo not drawn)	-12	2	22	6	-5	9	12	4
S=C(NCc1ccco1)N/N=C/c1cccnc1	1	-5	-2	12	-1	4	-2	-4
O=[N+]([O-])c1ccc(CN2CCN(c3ccc(Cl)cc3)CC2)o1	3	-12	16	-15	-2	-5	1	-13
CC(=O)c1cccc(NC(=O)C(C)OC(=O)Cc2n[nH]c(=O)c3ccccc23)c1 (stereo not drawn)	-2	-5	19	5	-7	-7	2	-5
COc1ccc(NC(=O)COC(=O)c2ccc(Cl)c(S(N)(=O)=O)c2)c([N+](=O)[O-])c1	-4	12	0	-44	6	6	-5	-11
CC(C)c1ccc(OCc2ccc(C(=O)N3CCCC3)o2)cc1	-80	2	2	-22	0	-9	8	4
COc1ccc(N2C(=O)CC(N3CCN(c4ccccc4F)CC3)C2=O)cc1 (stereo not drawn)	12	-9	10	-11	-1	-1	-7	5
CC12COC3(C(=O)Nc4cccnc4)CC1CCC32C (stereo not drawn)	-3	-3	8	-2	2	-2	-13	-8
